Screening results from PubChem.
mHTT-CaM PPI inh: inhibitors of human mutant huntingtin-calmodulin interaction | hit rate 3.6% among 190,000 | AlphaScreen His-mHTT/GST-CaM binding, luminescence | inhibition, % at 15 µM | AID 1671202;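 also: 0% = both proteins with DMSO and 100% = one protein alone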
Pf apPOL inh: Pf-apPOL DNA polymerase inhibition; hit rate 0.25% among 210,000; inhibition, % at 10 µM; Recombinant Pf-apPOL, molecular beacon fluorescence, 1.5 h
* = called active by the depositor; / = not tested or not shown. Rule as the data show it: active = inhibition above about 50%; inactive = the rest.

SMILES	mHTT-CaM PPI inh	Pf apPOL inh
COc1ccc(CN2CCCCC2C)c(C)c1C (centres undefined)	-3	0
O=C(Cc1ccccc1Cl)NCC(O)c1ccc(C(F)(F)F)cc1 (centres undefined)	23	-6
CCOc1ccccc1C(=O)NCC1CCN(C(=O)c2ccccc2F)CC1	-8	-10
O=C(Nc1ccccc1F)N1CCC(n2cnc3ccc(Cl)cc3c2=O)CC1	-5	-2
Cc1ccc(NC(=O)CSc2ncnc3c2[nH]c2ccccc23)c(Br)c1	-8	-6
O=C(Nc1ccc(Cl)c(C(F)(F)F)c1)C(NS(=O)(=O)c1cccs1)c1ccccc1 (centres undefined)	100*	-8
Fc1ccc(Nc2ncc3c(n2)CCN(Cc2cccc(F)c2)C3)cc1	-3	1
Cc1cc2n(n1)CCC(=O)N2CCCC(=O)NCc1ccc(N(C)C)cc1	5	-3
CCOC(=O)N1CCN(C(=O)Nc2c[nH]c3ccccc23)CC1	9	8
Cc1ccc(C2=NN(CCC(=O)NCCC(C)C)C(=O)CC2)cc1	7	-12
CCOc1ccccc1NC(=O)CN(c1ccccc1C)S(C)(=O)=O	0	-2
CCCCCCCc1ccc(NC(=O)Nc2ccccc2C(F)(F)F)cc1	/	-11
CC1=Nc2ccccc2C1=Cc1c(O)n(-c2ccc(Br)cc2)c(=O)[nH]c1=O	24	-3
Cc1ccc(C2CC(=O)Nc3n[nH]c(-c4ccccc4)c32)cc1 (centres undefined)	-11	0
CCc1cccc(NC(=O)C2CCCN(c3cc(=O)n(C)c(=O)n3C)C2)c1 (centres undefined)	4	-2
CC(Nc1cc(Cl)ccc1[N+](=O)[O-])C12CC3CC(CC(C3)C1)C2 (centres undefined)	37	0
CCCCSCCCNC(=O)C(C)C1Sc2ccccc2NC1=O (centres undefined)	1	-14
CSc1ccccc1NC(=O)c1cc2nc(-c3ccco3)cc(C(F)(F)Cl)n2n1	7	-2
CC(=O)N1CCC(CCOc2ccc(F)cc2)CC1	-6	-14
O=C(Cn1cnc2c([nH]c3ccccc32)c1=O)N1CCN(c2cccc(Cl)c2)CC1	-1	-3
CCCN(C)C1CN(Cc2cn(Cc3ccc(F)cc3)nn2)S(=O)(=O)C1 (centres undefined)	-9	-1
CN(C)c1ccc(NS(=O)(=O)c2ccc(F)cc2)cc1	46	-8
Cc1cc(C)n2nc(SCCC(=O)NCc3ccccc3Cl)nc2n1	-1	-12
O=C(NC1CC(O)C(CO)C1)c1ccc(Cl)cc1 (centres undefined)	-9	-8
N#Cc1cc(Br)ccc1N=C1CCCN1Cc1ccccc1	-64	-1
Cc1nc2ccc(N=Cc3cc(Br)ccc3O)cc2s1	2	-1
COc1ccc(C2(CNC(=O)c3ccccc3[N+](=O)[O-])CCCC2)cc1OC	100*	1
COc1ccc(OC)c(Nc2ncc3c(n2)CCN(CCc2ccccc2)C3)c1	59*	-3
CN(C)c1ccc(/C=c2\sc3nnc(-c4ccccc4Cl)n3c2=O)cc1	-1	-1
O=c1[nH]c(O)nc2nc(SCc3ccccc3)sc12	-5	/
COc1ccccc1/C=C1/SC(c2ccccc2)=NC1=O	12	-12
Cc1ccc(CN(c2ccc(C(=O)Nc3cc(Cl)ccc3C)cc2)S(C)(=O)=O)cc1	0	1
O=C(Nc1ccc([N+](=O)[O-])cc1)c1c(F)cccc1F	3	9
CCC/C=C/c1ccc(CN2C(C(C)C)C(=O)N(Cc3cn(CCC4OCCO4)nn3)CCS2(=O)=O)cc1 (centres undefined)	19	-9
COc1ccc(-n2ccnc(NC(=O)c3ccccc3)c2=O)cc1	-5	2
CC(=O)NC1=NC(=O)/C(=C/c2ccc(F)cc2)S1	-6	-4
Cc1sc2ncnc(NCCCN3CCOCC3)c2c1C	1	29
COc1cccc(CN2CCc3c(cc(C(=O)NCc4ccc(F)cc4)n3C)C2)c1	54*	-4
COc1ccc(C2C(=C(O)c3ccccc3)C(=O)C(=O)N2CCCO)cc1 (centres undefined)	-4	9
CCCCCCCCN1[C@@H](CC(C)=O)c2cc(C(F)(F)F)ccc2S1(=O)=O	-39	0
COc1ccc(-c2nc3sc(-c4ccc(OC)c(OC)c4)nc3s2)cc1OC	-3	-1
CCc1ccc(NC(=O)CSCc2ccccc2)cc1	-26	-8
CC(C)CNC(=O)c1cc2c(s1)CCN(C(=O)c1ccc(Cl)cc1)C2	2	1
CSCCC(C)(O)CNC(=O)C(C)Oc1ccccc1 (centres undefined)	-4	-2
Cc1cc(OC(=O)c2nn(-c3ccccc3)nc2C)n(-c2ccccc2)n1	/	-18
CC(=O)c1cc(NS(=O)(=O)c2ccc(C)cc2)ccc1O	-1	-2
CS(=O)(=O)N1CCN(C(=O)CN2CCN(c3cccc(Cl)c3)C2=O)CC1	-11	-9
Cc1cccc(C(=O)Nc2ccc(F)cc2F)c1	-7	-3
O=C(Nc1ccc(Cl)cc1Cl)c1cccc(NC(=O)c2ccco2)c1	1	-3
CCOc1ccc(CNC(=O)C2CCCN(C(=O)c3ccccc3Cl)C2)cc1OC (centres undefined)	27	4
CCN(CC)c1cc(CNC(=O)Nc2ccc(Cl)cc2)ccn1	-3	0
CC1C(=O)N(c2cccc(F)c2)CCN1C(=O)C1CCC1 (centres undefined)	-4	-3
O=C(NCc1c(F)cccc1F)C1(c2cccs2)CCCC1	-22	-5
O=C(NC1CCCC1)N1CCCN(C2CCN(Cc3ccccc3)C2=O)CC1 (centres undefined)	5	8
CN(C)CCNc1ncnc2scc(-c3ccccc3)c12	4	0
Cc1ccc(C(=O)c2ccccc2C(=O)NCCn2cnc(-c3ccccc3)cc2=O)cc1	29	-10
COc1ccc(N2CCN(S(=O)(=O)c3c(C)n(C)c(=O)n(C)c3=O)CC2)cc1	-12	1
Cc1ncn(-c2ccc(CNC(=O)C3CCC3)cc2)c1C	14	5
Cc1ccc2oc(=O)n(CC(=O)N3CCOCC3)c2c1	/	-2
COc1cc(NC(=O)c2ccc(OC)c([N+](=O)[O-])c2)c(OC)cc1Cl	0	-6

Already shown: entries from further up.
SMILES	mHTT-CaM PPI inh	Pf apPOL inh
CCCCCCCCN1[C@@H](CC(C)=O)c2cc(C(F)(F)F)ccc2S1(=O)=O	-39	0
COc1ccc(-c2nc3sc(-c4ccc(OC)c(OC)c4)nc3s2)cc1OC	-3	-1
CCc1ccc(NC(=O)CSCc2ccccc2)cc1	-26	-8
CC(C)CNC(=O)c1cc2c(s1)CCN(C(=O)c1ccc(Cl)cc1)C2	2	1
CSCCC(C)(O)CNC(=O)C(C)Oc1ccccc1 (centres undefined)	-4	-2
Cc1cc(OC(=O)c2nn(-c3ccccc3)nc2C)n(-c2ccccc2)n1	/	-18
CC(=O)c1cc(NS(=O)(=O)c2ccc(C)cc2)ccc1O	-1	-2
CS(=O)(=O)N1CCN(C(=O)CN2CCN(c3cccc(Cl)c3)C2=O)CC1	-11	-9
Cc1cccc(C(=O)Nc2ccc(F)cc2F)c1	-7	-3
O=C(Nc1ccc(Cl)cc1Cl)c1cccc(NC(=O)c2ccco2)c1	1	-3
CCOc1ccc(CNC(=O)C2CCCN(C(=O)c3ccccc3Cl)C2)cc1OC (centres undefined)	27	4
CCN(CC)c1cc(CNC(=O)Nc2ccc(Cl)cc2)ccn1	-3	0
CC1C(=O)N(c2cccc(F)c2)CCN1C(=O)C1CCC1 (centres undefined)	-4	-3
O=C(NCc1c(F)cccc1F)C1(c2cccs2)CCCC1	-22	-5
O=C(NC1CCCC1)N1CCCN(C2CCN(Cc3ccccc3)C2=O)CC1 (centres undefined)	5	8
CN(C)CCNc1ncnc2scc(-c3ccccc3)c12	4	0
Cc1ccc(C(=O)c2ccccc2C(=O)NCCn2cnc(-c3ccccc3)cc2=O)cc1	29	-10
COc1ccc(N2CCN(S(=O)(=O)c3c(C)n(C)c(=O)n(C)c3=O)CC2)cc1	-12	1

The listing picks up with the 2 entries that preceded the break.
SMILES	mHTT-CaM PPI inh	Pf apPOL inh
Cc1ccc2oc(=O)n(CC(=O)N3CCOCC3)c2c1	/	-2
COc1cc(NC(=O)c2ccc(OC)c([N+](=O)[O-])c2)c(OC)cc1Cl	0	-6
CC(C)n1c(C2CCN(C(=O)c3c(F)cccc3F)C2)nc2ccncc21 (centres undefined)	3	4
CCN1CCN(c2ncc3c(n2)CCN(Cc2cccc(Cl)c2)C3)CC1	78*	1
Cc1ccccc1Cn1nc(C)c(NC(=O)CCCn2nc([N+](=O)[O-])c(Cl)c2C)c1C	3	11
O=[N+]([O-])c1ccccc1S(=O)(=O)NCCc1csc(-c2ccc(Cl)cc2)n1	24	-6
O=C(Nc1ccc2c(c1)OCCO2)c1ccc(Oc2cc(Cl)cc(Cl)c2)o1	/	-7
CCOc1ccc(CN2C(=O)CCC2(C)C(=O)NC2CCCC(C)C2C)cc1 (centres undefined)	-9	-14
O=C(c1cn2c(n1)CCCC2)N1CCC(Cc2ccccc2)CC1	31	0
Nc1nonc1-c1noc(-c2ccco2)n1	5	/
O=C(NC1CCCC1)c1ccc2ncc3c(=O)n(-c4ccc(Cl)cc4)[nH]c3c2c1	86*	5
COc1ccc2c(c1)C(c1ccc3c(c1)OCO3)CC(=O)O2 (centres undefined)	33	-1
O=C(NC1CCCCCC1)C1CCN(c2cnc(N3CCCCCC3)nc2)CC1	0	0
CCN(CC)S(=O)(=O)c1ccc(C(=O)N=c2sc3cc([N+](=O)[O-])ccc3n2C)cc1	-4	2
Cc1nc2cc(C(=O)N3CCc4ccccc43)ccc2n1-c1ccc(F)c(F)c1	4	-3
CC1CC(C)CN(C(=O)c2ccccc2[N+](=O)[O-])C1 (centres undefined)	0	-1
Cc1nn(C(=O)C2CCCN2S(=O)(=O)c2ccccc2)c(C)c1Sc1ccc(Cl)cc1 (centres undefined)	27	-1
COc1ccc(CNC(=O)Cc2cn(C)c3ccccc23)c(OC)c1	10	-7
O=C(NC1CCCCC1)c1cc2c(s1)CCN(C(=O)c1ccc(F)cc1)C2	-4	0
O=[N+]([O-])c1cnn(-c2nc(-c3ccco3)cc(C(F)(F)F)n2)c1	-3	-6
CC(=O)N1CCc2cc(C)c(S(=O)(=O)N3CCOCC3)cc21	-8	-1
Cc1c(C(=O)NC2CCCC2)oc2ccc(S(=O)(=O)N3CC(C)CC(C)C3)cc12 (centres undefined)	0	4
CC(C)CSC1=NSC2=NC(=O)/C(=C\c3cccs3)C(=N)N12	3	-13
O=c1/c(=C/c2ccco2)sc2nc(-c3cccs3)nn12	1	2
COc1ccc(CCC(C)N2CCN(c3ccccc3)CC2)cc1 (centres undefined)	-1	4
COc1cn(CC(=O)Nc2ccc3c(c2)OCCO3)c(CSc2nnnn2C)cc1=O	-10	1
O=C(c1ccc2c(c1)N(Cc1ccccc1)C(=O)CS2)N1CCC2(CC1)OCCO2	7	-8
Cc1ccc(O)c(NC(=O)C2CCCCC2)c1	-5	-7
Cc1noc(C)c1C(=O)N1CCCC1c1ccccc1F (centres undefined)	1	-7
CC(C)Cc1ccc(S(=O)(=O)Cc2nc(-c3ccccc3)no2)cc1	-6	-4
CCOC(=O)Nc1ccc(Cl)cc1[N+](=O)[O-]	10	-2
Cc1cc(S(=O)(=O)c2ccccc2)c(C)c(S(=O)(=O)N2CCCCC2)c1	-4	23
Cc1cccc(C2N(c3ccc(Cl)cc3)C(=O)C3CCCN32)c1 (centres undefined)	-2	-6
CCOc1ccc(Cc2c(O)nc[nH]c2=O)cc1	-3	-1
CCNc1cc(N2CCCC(CCC(=O)NCCN3CCN(C)CC3)C2)ncn1 (centres undefined)	-7	-7
COc1cccc(NC(=O)C2CCCN(S(=O)(=O)c3ccc(C)cc3)C2)c1 (centres undefined)	-4	-4
CSc1nc(C)nc(NC=C(C#N)C(=O)c2ccccc2Cl)n1	/	8
CCCS(=O)(=O)n1c(SCC(=O)Nc2ccc(OCC)cc2)nc2ccccc21	3	-2
Cn1cnnc1SCC(=O)Nc1ccccc1F	-1	-4
COc1ccc(-c2nc(C)c(CCNS(=O)(=O)c3ccc4c(c3)OCCO4)s2)cc1	5	-2
CCCN1CCN(C(=O)c2ccc(-c3ccc(N4CCSCC4)nc3)cc2)CC1	8	-4
Fc1ccc(-c2noc(-c3ccc(NCC4CCCO4)nc3)n2)cc1 (centres undefined)	-3	-5
O=C(CCC(=O)Nc1ccccc1)Nc1ccccc1	7	-1
O=c1[nH]nnc2c1sc1nc(N3CCOCC3)c3c(c12)CCCC3	-4	3
CN(C)c1cccc2c(S(N)(=O)=O)cccc12	-6	/
CCOc1ccc(C(=O)N2CCc3nc(-c4ccc(OC)cc4)ncc3C2)cc1	7	-5
CNC(=O)Cn1c(=O)c2cccn2c2ccccc21	3	-2
O=C1CCCN2N=C(SCC(=O)Nc3ccc(Br)cc3)SC2=N1	2	-2
N#C/C(=C\c1ccc(-c2cccc([N+](=O)[O-])c2)o1)c1[nH]nc(N)c1C#N	44	1
COc1ccc(N2CCN(CCNC(=O)C(=O)NCc3ccc(Cl)cc3)CC2)cc1	-7	0
Cc1cc(C)n2nnnc2n1	-11	/
Cc1cc2oc(=O)cc(-c3ccccc3)c2c(C)c1-c1ccc(C(F)(F)F)cc1	-9	-6
Cn1c(=O)[nH]c2nnc(/C=C/c3ccccc3)nc2c1=O	4	-3
Nc1nc2c(nc(N3CCOCC3)n2COCCO)c(=O)[nH]1	0	-5
COc1cccc(C2=COC3(CCCN(C(=O)c4cccc(F)c4)C3)C2)c1 (centres undefined)	-7	-3
Cc1cc(C(=O)Nc2cc(Cl)ccc2O)ccc1[N+](=O)[O-]	19	4
CC(=O)NC(Cc1ccccc1)c1nc2ccccc2n1Cc1ccccc1F (centres undefined)	6	-3
COc1ccc(C2=N/C(=C\C(Cl)=C\c3ccccc3)C(=O)O2)c(Br)c1	10	-1
Cc1cc(-n2nc(N)nc2N)n2ncnc2n1	-6	/
COc1cc2c(cc1OC)CN(C(=O)c1ccco1)CC2	2	1
COc1cc(C2CC(C)(OC)Oc3cc4c(cc32)OCO4)cc(OC)c1OC (centres undefined)	24	/
COc1ccc(CNC(=O)C2CC(=O)N(c3ccc4c(c3)CCN4C(C)=O)C2)cc1 (centres undefined)	0	-2
CC(C)(C)c1cc(O)c2c(c1)Cc1c([nH]c(-c3ccccc3)nc1=S)O2	21	-32
COc1ccc(C2C3=C(CCCC3=O)OC3=C2C(=O)CCC3)cc1O	3	-1
COc1cccc(C(=O)Nc2nc(C(F)(F)F)c(-c3ccccn3)s2)c1	-1	-5
